West Nile virus CPE: West Nile virus antiviral activity, cell-based, CPE readout (AID 1621); West Nile virus-infected cells, CPE inhibition; higher % means a stronger effect; CPE inhibition, % at 10 µM; hits with a dose series show IC50 in µM; 0.02% of 290,000 active; in the data active = a potency from the dose series; inconclusive = CPE inhibition mostly from about 3.7% at the one dose, without a potency; inactive = the rest, 99 in 100 with CPE inhibition below about 2.2%; also: strong numbers were not always called active
GPR35 antagonists: inhibition of zaprinast-stimulated GPR35 beta-arrestin translocation – imaging, U2OS, beta-arrestin-GFP, zaprinast agonist, primary screen (AID 2058); U2OS GPR35 beta-arrestin-GFP translocation imaging, zaprinast antagonism; higher % means a stronger effect; inhibition, % at 10 µM; hits with a dose series show IC50 in µM; 0.052% of 290,000 active;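 active = inhibition of at least 50% with at least 30 cells and total cytoplasm GFP at most 10,000,000; inconclusive = under 30 cells or total GFP of 10,000,000 plus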
GPR55 antagonists: GPR55 antagonists blocking LPI-driven arrestin recruitment, primary screen, imaging, U2OS, beta-arrestin-GFP, LPI agonist (AID 2013) | 0.13% of 290,000 active | U2OS GPR55 beta-arrestin-GFP translocation imaging, LPI antagonism; higher % means a stronger effect | one-dose inhibition, % at 10 µM; IC50 in µM for titrated hits;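 active = spots per cell inhibited over 60%, with over 100 cells counted and total cytoplasm intensity under 500,000; inconclusive = wells with under 100 cells, flagged as likely toxic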;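 also: U2OS cells stably carrying GPR55 and arrestin-GFP stimulated by 5 µM LPI near EC80; imaged beta-arrestin-GFP aggregate spots per cell after agonist stimulation; plate controls were LPI-stimulated DMSO wells for no effect and DMSO wells without LPI for full effect; some results filed as inactive read as strong as hits; confirmed hits need IC50 under 10 µM and bright autofluorescent wells are also inconclusive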
HIV fusion peptide: inhibitors of HIV fusion peptide binding, primary screen, biochemical, uHTS, fluorescence dequenching (AID 1986); 0.3% of 290,000 active; cell-free peptide binding, fluorescence dequenching, 30 min; higher % means a stronger effect; inhibition, % at 20 µM; hits with a dose series show IC50 in µM; in the data active = inhibition mostly above about 52%, no sharp cut-off; inactive = mostly below about 76%; also: some results filed as inactive read as strong as hits
KOR beta-arrestin-1: kappa opioid receptor blockers – cell-based, luminescence, uHTS (AID 1778); KOR beta-arrestin recruitment, luminescence, antagonist mode; higher % means a stronger effect; inhibition, % at 10 µM, or IC50 in µM where a hit was titrated; 0.091% of 290,000 active; in the data active = inhibition above about 50%; also: strong numbers were not always called active
Dengue-2 NS5 capping: Dengue-2 NS5 methyltransferase inhibitors, primary screen, biochemical, confirmation dose response (AID 588689); Dengue-2 NS5 methyltransferase capping enzyme assay, biochemical; higher % means a stronger effect; one-dose inhibition, % at 25 µM; IC50 in µM for titrated hits; 0.3% of 340,000 active; in the data active = a potency from the dose series; inconclusive = inhibition above about 29% without an active follow-up result
KOR beta-arrestin-2: kappa opioid receptor activators – cell-based, luminescence, uHTS, primary screen (AID 1777). 0.02% of 280,000 active. KOR beta-arrestin recruitment, luminescence; higher % means a stronger effect. activation, % at 10 µM, or EC50 in µM where a hit was titrated; in the data active = activation above about 50%, passing the limit was not always enough; also: a part of the inactive calls stands beside numbers as strong as those of hits
GPR55 activation: GPR55 agonists via beta-arrestin recruitment, primary screen, imaging, U2OS cells, beta-arrestin-GFP redistribution (AID 1961). U2OS GPR55 beta-arrestin-GFP redistribution imaging; higher % means a stronger effect. activation, % at 10 µM; hits with a dose series show EC50 in µM. 0.048% of 290,000 active;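 active = activation above 40% with more than 50 cells counted in the well; inconclusive = wells holding fewer than 50 cells, flagged as toxic or sparse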;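 also: U2OS osteosarcoma cells stably expressing GPR55 and beta-arrestin-GFP; plate controls were DMSO negative control for no effect and LPI positive control for full effect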
NOD1 NF-kB reporter: inhibition of NOD1-driven NF-kB reporter – cell-based, luminescence, uHTS, primary screen (AID 1578); NOD1-driven NF-kB luciferase reporter cells, luminescence; higher % means a stronger effect; inhibition, % at 4 µM, or EC50 in µM where a hit was titrated; 1% of 290,000 active; in the data active = inhibition mostly above about 36%, no sharp cut-off; inactive = mostly below about 34%;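 also: HEK-293T reporter cells stimulated with the NOD1 agonist gamma-tri-DAP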
* marks the source's active call; other numbers are inactive results; ? = inconclusive; · = not tested or not shown; & = joins results of further samples; [ ] = remark or other dose. An excerpt. The share of hits here may be higher or lower than overall.

Every second line gives: West Nile virus CPE	GPR35 antagonists	GPR55 antagonists	HIV fusion peptide	KOR beta-arrestin-1	Dengue-2 NS5 capping	KOR beta-arrestin-2	GPR55 activation	NOD1 NF-kB reporter
C/C(=N/NC(=O)Cn1nc2ccccc2n1)c1ccc(F)cc1
    -1.7%	0.3%	17.6%	-0.5%	-30.0%	-2.6%	0.1%	-0.3%	-0.7%
COc1ccc(Br)cc1C(=O)Nc1cccc(C)c1C
    -0.8%	1.3%	16.9%	0.7%	17.2%	-5.8%	6.6%	-0.3%	5.5%
N=c1c(C(=O)NCc2ccco2)cc2c(=O)n3ccccc3nc2n1Cc1ccc(Cl)cc1
    -1.7%	-2.1%	25.7%	29.6%	13.5%	-11.5%	1.0%	0.0%	-18.8%
Fc1ccc(CNc2cnccn2)cc1
    0.1%	-4.1%	15.4%	0.2%	-14.1%	0.8%	5.6%	0.2%	2.1%
O=C(Oc1ccc2c(c1)O/C(=C\c1ccncc1)C2=O)c1cccs1
    0.4%	15.0%	-2.2%	14.8%	12.4%	·	1.6%	0.0%	9.0%
NC(=O)Nn1c(CCC(=O)O)ccc1-c1ccc(F)cc1
    0.4%	7.5%	-7.8%	-1.7%	-23.4%	0.8%	-0.2%	0.2%	9.2%
CCc1nn(CCCC(=O)NCc2ccc(OC(C)C)cc2)c(=O)c2cc3occc3n12
    -0.6%	-3.5%	-16.0%	0.0%	-34.5%	-1.8%	-4.5%	0.5%	5.5%
COc1cc(NC2c3ccccc3C(=O)N2c2cc(C)ccn2)cc(OC)c1OC (centres undefined)
    -0.1%	5.5%	-0.8%	-1.9%	14.5%	-4.8%	-3.9%	-0.2%	-32.4%
c1ccc(-c2noc(-c3ccc4c(c3)OCO4)n2)cc1
    0.6%	-8.6%	-2.6%	-2.0%	9.1%[20 µM]	-0.9%	3.9%	0.2%	-47.3%
Cc1ccc(C(=O)n2c(-c3ccccc3)cnc2SCC(=O)Nc2ccc(C)cc2C)cc1
    -0.6%	10.3%	10.1%	-0.3%	-7.8%	-4.3%	3.4%	0.2%	-47.8%
Cc1ccc(N(CC(=O)NCc2ccco2)S(=O)(=O)c2ccccc2)cc1
    0.1%	12.4%	1.8%	0.7%	-32.6%	-12.1%	-3.0%	-0.3%	9.1%
COc1ccc(NC(=O)/C(C#N)=C\c2ccc(-c3cccc(C(=O)O)c3C)o2)cc1
    0.7%	-4.0%	11.1%	4.2%	-25.5%[20 µM]	·	-1.4%	0.4%	25.3%
CCOC(=O)c1c(NC(=O)CN2CCN(C(=O)c3ccco3)CC2)sc2c1CCCC2
    ·	-2.7%	12.4%	-0.9%	-5.5%	2.4%	-2.8%	0.6%	-32.0%
C[N+]1(C)CCC(=C2c3ccccc3CC(=O)c3sccc32)CC1
    0.7%	11.2%	-6.5%	-1.2%	16.5%	-10.2%	1.0%	-0.1%	-11.4%
CC(Oc1ccccc1Br)C(=O)N1CCc2ccccc21 (centres undefined)
    -0.1%	0.3%	-4.8%	-2.8%	-18.6%	-1.1%	5.8%	-0.1%	-30.6%
Cc1cc(NC(=O)CCCC(=O)OCC(F)(F)C(F)F)cc(C)c1C(=O)O
    0.3%	2.5%	-3.7%	0.4%	-13.1%	-4.8%	-1.3%	0.0%	11.1%
CCOC(=O)C(C)c1nn(C)c(=O)c2ccccc12 (centres undefined)
    -0.3%	5.5%	11.9%	1.6%	-4.0%	-0.8%	-3.2%	-0.1%	-9.8%
COc1cccc(CNC(=O)C2CCCN(S(C)(=O)=O)C2)c1 (centres undefined)
    0.1%	6.9%	10.6%	1.6%	2.6%	2.7%	0.1%	-0.1%	-4.7%
Cn1c(N)cc(=O)n(Cc2ccccc2)c1=O
    -0.3%	-5.2%	9.1%	-0.5%	12.5%	-11.9%	-2.2%	0.6%	-24.6%
O=C(COc1ccc(S(=O)(=O)N2CCOCC2)cc1)NCc1ccccc1
    1.1%	-5.3%	10.2%	0.2%	-5.8%	0.0%	1.8%	0.3%	-28.4%
CCCCc1nc2sc3c(=O)[nH]cnc3c2c2c1CCCC2
    -0.4%	-4.6%	5.2%	1.2%	4.2%	3.8%	0.4%	0.2%	1.7%
OC(Cn1cncn1)(c1ccccc1)c1ccccc1
    -0.3%	15.7%	-1.3%	0.0%	-4.7%	-3.3%	-4.8%	-0.1%	-13.4%
COc1ccccc1NC(=O)CCC(=O)N(Cc1ccc(OC)c(OC)c1)c1nccs1
    -0.4%	-1.6%	-9.6%	0.8%	-3.6%	-3.8%	1.9%	0.5%	-31.0%
CCOC(=O)N/N=C\c1ccc(OC(=O)c2ccc3c(c2)OCO3)cc1
    0.1%	-9.0%	22.4%	-1.6%	0.2%	·	-4.8%	-0.4%	-27.4%
CCC(CC)C(=O)c1c[nH]c(C(=O)NCc2cccnc2)c1
    -0.7%	18.1%	-1.2%	-1.4%	9.4%	0.0%	-5.1%	0.1%	-27.3%
O=Cc1ccc(OCC(=O)Nc2ccccc2-c2ccccc2)cc1
    0.3%	23.0%	9.4%	0.1%	14.2%[20 µM]	-4.6%	·	-0.1%	-9.8%
CN(C(=O)CCN1C(=O)/C(=C/c2ccccc2)SC1=S)C1CCS(=O)(=O)C1 (centres undefined)
    ?	-3.4%	2.2%	-11.9%	3.0%	-4.4%	14.9%	0.3%	-5.0%
CCOc1ccc(OCC)c(NC(=O)C2CCCN2S(=O)(=O)c2cccc3cccnc23)c1 (centres undefined)
    -0.5%	-3.9%	16.1%	-1.6%	21.9%	0.7%	-4.8%	-0.1%	33.0%
Cc1ccccc1OCC(=O)NCC(=O)N/N=C/C=C/c1ccccc1
    0.2%	9.1%	-0.7%	-0.4%	-21.1%	·	-1.4%	-0.1%	-36.0%
O=C(C[n+]1cccc(NC(=O)c2ccccc2)c1)c1ccccc1
    ·	-14.5%	1.0%	-1.2%	5.8%	-3.2%	-2.0%	-0.3%	-26.7%

Arranged by value in NOD1 NF-kB reporter (falling): 3 of the compounds above
| SMILES | West Nile virus CPE | GPR35 antagonists | HIV fusion peptide | KOR beta-arrestin-1 | Dengue-2 NS5 capping | KOR beta-arrestin-2 | NOD1 NF-kB reporter |
| --- | --- | --- | --- | --- | --- | --- | --- |
| O=Cc1ccc(OCC(=O)Nc2ccccc2-c2ccccc2)cc1 | 0.3% | 23.0% | 0.1% | 14.2%[20 µM] | -4.6% | · | -9.8% |
| CCOC(=O)N/N=C\c1ccc(OC(=O)c2ccc3c(c2)OCO3)cc1 | 0.1% | -9.0% | -1.6% | 0.2% | · | -4.8% | -27.4% |
| COc1ccccc1NC(=O)CCC(=O)N(Cc1ccc(OC)c(OC)c1)c1nccs1 | -0.4% | -1.6% | 0.8% | -3.6% | -3.8% | 1.9% | -31.0% |

Further records
Every second line gives: West Nile virus CPE	GPR35 antagonists	GPR55 antagonists	HIV fusion peptide	KOR beta-arrestin-1	Dengue-2 NS5 capping	KOR beta-arrestin-2	GPR55 activation	NOD1 NF-kB reporter
COc1ccc(C(=O)Nc2ccc(Nc3ccccc3)cc2)cc1[N+](=O)[O-]
    -1.1%	-24.9%	-9.5%	-1.0%	16.8%[20 µM]	0.0%	-8.2%	1.2%	-29.4%
O=C(O)c1cccc(NC(=O)c2cn(-c3ccccc3)nc2-c2cc3ccccc3o2)c1
    1.5%	-2.2%	19.5%	62.3%	2.2%	-7.2%	0.2%	0.3%	-20.6%
O=C(c1cccc(OC2CCN(Cc3ccc(F)cc3)CC2)c1)N1CCCC1
    -0.1%	-2.2%	-0.2%	0.6%	-1.2%	-5.2%	0.3%	-0.2%	7.8%
O=C(Cn1nnc2ccccc21)NC1CCCCC1
    0.4%	12.0%	5.2%	0.2%	8.1%	-1.6%	-3.5%	-0.3%	-25.0%
O=C(/C=C/c1ccc2c(c1)OCO2)Nc1c(C(=O)O)[nH]c2ccccc12
    1.7%	7.0%	1.3%	36.0%	23.9%	-2.6%	0.9%	0.5%	-29.3%
CCOC(=O)CCN1C(=O)c2ccccc2Sc2ncccc21
    -0.1%	-10.9%	-1.3%	-0.6%	-10.3%	-3.9%	-3.4%	-0.1%	-5.8%
C(#Cc1ccccc1)CN1CCN(c2ccccn2)CC1
    0.3%	4.7%	2.8%	1.9%	-42.1%	-7.3%&-4.0%	7.3%	0.3%	-54.3%
CCN1C(=O)C(CC(=O)Nc2ccc(OC)cc2)N(Cc2ccc3c(c2)OCO3)C1=S (centres undefined)
    -1.2%	-7.3%	1.7%	12.7%	6.1%	-2.9%	6.4%	0.1%	-18.4%
CCOc1ccc(NC(=O)N2CCC(n3nnc4ccccc43)CC2)cc1
    -0.1%	8.6%	-5.0%	-1.1%	-36.4%[20 µM]	·	-1.2%	0.8%	-27.4%
NS(=O)(=O)c1ccccc1NC(=O)c1c(O)c2ccccc2[nH]c1=O
    -0.8%	-2.0%	7.8%	4.3%	5.4%	-3.3%	-2.8%	0.0%	-0.4%
COC(CNS(=O)(=O)c1cccc2nonc12)OC
    0.8%	-7.3%	9.2%	0.5%	20.8%	-6.7%	-2.8%	0.1%	-20.0%
Cc1onc(-c2ccc(Cl)cc2)c1-c1ccnn1S(=O)(=O)c1cccc(C(F)(F)F)c1
    -1.3%	21.6%	-4.1%	-0.6%	-21.7%	·	1.4%	-0.2%	-11.8%
COCCn1c(=O)[nH]c2cc(C(=O)NCCCN3CCN(c4ccc(F)cc4)CC3)ccc2c1=O
    1.2%	5.4%	-3.6%	-0.3%	-33.9%	0.8%	-3.4%	-0.1%	-10.7%
COc1cccc(-c2nn(-c3ccccc3)cc2C(=O)OCC(=O)Nc2ncc(Cl)cc2Cl)c1
    -0.2%	1.7%	6.0%	8.6%	-13.1%	-0.6%	-0.4%	-0.2%	-23.0%
CN(C)c1ccc(CNC(=O)c2cc(S(=O)(=O)N3CCCC3)cn2C)cc1
    -0.5%	-2.6%	0.5%	-0.1%	-6.7%[20 µM]	-2.1%	-5.3%	0.7%	44.4%
CC1(c2cccc(Br)c2)NC(=O)N(CC(=O)Nc2cccnc2Cl)C1=O (centres undefined)
    -0.5%	4.2%	9.3%	2.8%	-23.1%	0.7%	0.4%	-0.1%	-8.2%
Cc1cccc(NC(=O)c2sc3ncn(CC(=O)N4CCN(c5ccccn5)CC4)c(=O)c3c2C)c1
    -0.1%	4.7%	11.3%	-1.0%	5.2%	-5.0%	1.7%	0.0%	-12.4%
Cc1ccc(N(C(=O)Cc2cccs2)C(C(=O)NCC2CCCO2)c2ccncc2)cc1 (centres undefined)
    0.0%	5.2%	6.6%	1.0%	-24.7%[20 µM]	2.9%	·	0.0%	-8.3%
O=C(COC(=O)/C=C/c1ccccc1[N+](=O)[O-])NCC1CCCO1 (centres undefined)
    0.5%	1.4%	-1.0%	0.0%	-4.2%	·	-3.9%	0.5%	-18.0%
CCCCn1c(Nc2ccccc2)nc2ccccc21
    -0.4%	-9.3%	-17.9%	0.5%	-11.3%	0.7%	-3.2%	-0.1%	-8.6%
